# USP2a inh = qHTS Assay for Inhibitors of Ubiquitin-specific Protease USP2a Using CHOP2 as the Reporter. USP2 core, Ub-CHOP2 coupled fluorogenic reporter, 485/531. Potency, µM (series often up to 38.3 µM), for the others: at the top dose activity change, negative = inhibition, actives largely listed as inhibitors. 0.01% of 330,000 active;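 also: potency is read from the fitted curve at half-maximal effect; plate controls were DMSO wells for no effect and full inhibition by NEM control for full effect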
# Target sequence (O75604 whole entry, looked up): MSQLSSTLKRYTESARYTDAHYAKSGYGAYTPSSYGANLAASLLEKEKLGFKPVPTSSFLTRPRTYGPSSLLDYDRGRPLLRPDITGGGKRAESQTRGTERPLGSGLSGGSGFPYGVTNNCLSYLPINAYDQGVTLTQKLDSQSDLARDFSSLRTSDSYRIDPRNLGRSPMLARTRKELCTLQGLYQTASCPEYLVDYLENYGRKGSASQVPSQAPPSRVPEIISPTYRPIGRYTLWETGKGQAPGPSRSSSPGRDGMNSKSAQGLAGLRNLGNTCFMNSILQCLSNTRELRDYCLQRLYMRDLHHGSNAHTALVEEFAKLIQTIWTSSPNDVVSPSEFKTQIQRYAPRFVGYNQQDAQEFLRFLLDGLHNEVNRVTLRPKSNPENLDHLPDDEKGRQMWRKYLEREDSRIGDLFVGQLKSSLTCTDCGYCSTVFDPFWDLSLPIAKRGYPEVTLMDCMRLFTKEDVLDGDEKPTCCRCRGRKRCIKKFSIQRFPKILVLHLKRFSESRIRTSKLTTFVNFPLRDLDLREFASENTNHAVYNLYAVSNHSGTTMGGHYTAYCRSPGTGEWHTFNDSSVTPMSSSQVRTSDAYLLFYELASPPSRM
#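 Deubiquitinase activity read as fluorescence (485/531 nm) after Ub-CHOP2 cleavage activates the enterokinase reporter on its substrate; USP2 core 10nM, Ub-CHOP2 and substrate 25nM each, 30min compound preincubation then 60min RT; data normalized to NEM, curves fitted.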
# Eya2 phos inh = qHTS Assay for Inhibitors of the Phosphatase Activity of Eya2. 0.006% of 330,000 active. Protein phosphatase EYA2 (Homo sapiens), O00167. AID 488837, 2010. recombinant Eya2, OMFP fluorescence dephosphorylation (OMFP is methylfluorescein phosphate). Potency, µM (titrated, usually from 76.9 µM), for the others: top-dose activity, negative = inhibition, most hits filed as inhibitors; also: potency is read from the fitted curve at half-maximal effect; % is scaled to controls: 0 for no effect and ±100 for the full control effect
#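 Eya2 (0.2 uM) preincubated 10 min at ambient with compound, then OMFP substrate added at 50 uM; 10 min reaction in 50 mM HEPES pH 7.5, 50 mM NaCl, 5 uM MgCl2, 0.05% BSA, 1 mM DTT. Fluorescence read at Ex 485/Em 525 nm.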
# TSHR antag = Antagonists of the Thyroid Stimulating Hormone Receptor: HTS campaign. TSHR-expressing cells, TSH-stimulated cAMP HTRF, 2 h; hits give low values. activity change, negative = inhibition, % at 11.5 µM. 0.2% of 330,000 active. Thyrotropin receptor (Homo sapiens), P16473;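 active = activity change below a set negative limit, meaning inhibition stronger than a set level, cut at about -70% in these data; inconclusive = activity change between two set negative limits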; also: % is scaled to controls: 0 for no effect and ±100 for the full control effect
#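 Freshly harvested TSHR cells receive pin-tooled compound, then EC80 TSH at 4nM final. After 2 hours at 37 deg C, antibody in lysis buffer and cAMP-d2 are added; 30 minutes at ambient temperature precede the HTRF read.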
# KCNH2 3.1 block = qHTS for Inhibitors of KCHN2 3.1: Mutant qHTS; Potassium voltage-gated channel subfamily H member 2, brain isoform KCNH2 3.1 (human); U2OS KCNH2 3.1, thallium flux FluxOr; hits give low values; activity change, % (tested at about 1.8 µM); 0.95% of 340,000 active; AID 720553, 2013;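 active = maximum activity change below -70%; inconclusive = maximum activity change from -70% to -50%; inactive = maximum activity change above -50%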;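 also: thallium influx rate constant from kinetic fluorescence after stimulation buffer; % is scaled to controls: 0 for no effect and ±100 for the full control effect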
#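 FluxOr-based Tl+ influx in U2OS cells transduced with KCNH2 3.1 virus; rate constants normalized to DMSO controls.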
# Mito fusion act = qHTS Assay for Small Molecule Inhibitors of Mitochondrial Division or Activators of Mitochondrial Fusion; Potency, µM (top dose mostly 46.1 µM), for inactives: top-dose growth rescue (activation), hits mostly activators; S. cerevisiae fusion-defective mutant growth rescue, CellTiterGlo 48 h; AID 485298, 2010; 0.23% of 320,000 active;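 also: potency is read from the fitted curve at half-maximal effect; % of control where 0% means no effect; nearly all actives have a fitted effect of over 45% in size; temperature-sensitive fusion mutants such as fzo1-1 at 37 °C on non-fermentable ethanol glycerol medium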
#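 Read-out: ATP-based luminescence (CellTiterGlo, 10 min ambient) reporting growth of fusion-defective ts yeast after 48 hours at 37C on glycerol/ethanol YPEG medium in the presence of compound.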
# A-T KAP1 phos = qHTS Assay for Identifying a Potential Treatment of Ataxia-Telangiectasia; 0.19% of 320,000 active; Potency, µM (top dose mostly 57.5 µM), for inactives: at the highest dose activation, hits mostly activators; […] A-T fibroblasts, KAP-1 phosphorylation AlphaLISA; neocarzinostatin DNA damage 30 min before lysis; also: potency is read from the fitted curve at half-maximal effect; % of control where 0% means no effect; nearly all actives have a fitted effect of over 45% in size
#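 ATM-like activity read as KAP-1 phosphorylation via AlphaLISA donor/acceptor antibody pairs after lysis and 6 hr at 25C. Cells were ATM-null patient fibroblasts ([…], hTERT), dosed 60 min, then exposed to the DSB inducer NCS for 30 min.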
# TCR act = Activators of T cell receptors: qHTS campaign. primary human leukocytes, anti-CD3, IL-2 HTRF, 48 h. Potency, µM (doses to about 9.22 µM), without a hit: at the highest dose activation of IL-2 secretion, most hits filed as activators. 330,000 tested, under 10 active; also: % of control where 0% means no effect
#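 HTRF read-out of IL-2 secretion: europium cryptate donor excited at 320nm, d2 acceptor emission at 665nm. Cells were primary human leukocytes incubated 48 hr with compounds and a-CD3 beads, supplying TCR signal only.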
# hERG WT inh = qHTS for Inhibitors of KCHN2 3.1: Wildtype qHTS | Voltage-gated inwardly rectifying potassium channel KCNH2 (Homo sapiens), Q12809 | U2OS, BacMam KCNH2, thallium flux FluxOr; hits give low values | activity change, % at 1.84 µM | 0.37% of 340,000 active | AID 720551, 2013;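 active = maximum activity change below -70%; inconclusive = maximum activity change between -70% and -50%; inactive = maximum activity change above -50%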; also: % is scaled to controls: 0 for no effect and ±100 for the full control effect
#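 U2OS cells transduced with wild-type KCNH2 virus are loaded with FluxOr dye for 45 min, and thallium flux is measured in kinetic reads before and after stimulation buffer. Rate constants are normalized to DMSO controls.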
# TRPV1 ag = HTS Assay for Compounds that Act as Agonists of the Vanilloid Receptor 1. Transient receptor potential cation channel subfamily V member 1 (Homo sapiens), Q8NER1. TRPV1-expressing cells, Fluo-8 calcium influx, agonist mode. activation, % at 8.33 µM. 0.19% of 320,000 active; in the data active = activation above about 80%; inconclusive = between about 30% and that limit; also: 0% is about no effect
#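 TRPV1-expressing cells were cultured overnight at 35.5C and loaded with Fluo-8 calcium dye for 40 to 90 min at room temperature. After a 10 s baseline, compound was added and calcium influx was read kinetically for 3 min (ex 480/em 520 nm).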
# ELG1 repair inh = qHTS screen for small molecules that inhibit ELG1-dependent DNA repair in human embryonic kidney (HEK293T) cells expressing luciferase-tagged ELG1. HEK293T ELG1-luciferase reporter, luminescence, 16 h; DNA damage induced by 5-fluorouridine. Potency, µM (top dose mostly 46.1 µM), inactives show at the top dose activity change, negative = inhibition, actives largely listed as inhibitors. 2.3% of 330,000 active. AID 504467, 2011; also: potency is read from the fitted curve at half-maximal effect; % is scaled to controls: 0 for no effect and ±100 for the full control effect; nearly all actives have a fitted effect of over 55% in size
#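 5-Fluorouridine DNA damage + compound/DMSO, 2,000 cells/well, 16 h, 37 °C/5% CO2. ONE-Glo, 30 min RT, luminescence. Readout = decrease in reporter signal.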
# Numbers without * were called inactive; i = inactive; ? = inconclusive; . = no result given; & = joins results of further samples; [ ] = another dose, or the depositor's remark. Unless noted, calls follow the shape of the dose curve; as a rule, active = well fitted curve in the direction sought with a large enough effect; inconclusive = small, poorly fitted or top-dose-only effect, or another doubt; inactive = no such curve, though single readings can be large; an effect the other way counts as inactive or inconclusive. Only part of the results is shown; count on the stated rates, not on these rows.
SMILES,USP2a inh,Eya2 phos inh,TSHR antag,KCNH2 3.1 block,Mito fusion act,A-T KAP1 phos,TCR act,hERG WT inh,TRPV1 ag,ELG1 repair inh
COc1ccc(NC(=O)C2=CC(c3ccco3)=NS(=O)(=O)N2C)cc1OC,1%,6%,-5,7,-1%,-4%,2%,-10,-2,4%
CCCCN(CC)C(=O)c1ccc(Cl)c(Cl)c1,1%,-25%,-3,-5,-4%,1%,4%,1,-12,?
COc1ccc(Cl)cc1N(C)C(=O)CCc1nc(-c2ccc(C)cc2)no1,-9%,-8%,-15,-1,25%,21%,-3%,0,11,?
Cc1cccc(OC(=O)CN2C(=O)C3C4CCC(C4)C3C2=O)c1C (stereo not drawn),0%,-3%,3,4,1%,2%,0%,25,-1,-1%
CN(C)CCNC(=O)Nc1cccc(Cl)c1Cl,4%,-9%,0,-8,-5%,0%,3%[46.1 µM],1,1,-2%
C/C(=N/N1CCN(Cc2cccc3ccccc23)CC1)c1cccnc1,3%,9%,-8,3,5%,0%,2%,7,-6,0%
CCOC(=O)C1CCCN(C(=O)c2ccccc2SCCOC)C1 (stereo not drawn),2%,-6%,18,4,-5%,-8%,4%,-22,1,2%
CS(=O)(=O)N(CC(=O)Nc1ccccc1Sc1ccccc1)c1ccc(F)cc1,4%,-2%,-7,-16,23%,4%,-6%,4,-1,8%
CCn1nnnc1SCC(=O)N1CCCCC1,0%,-5%,-1,-4,1%,-1%,2%,-4,0,4%
Cc1ccc(C(=O)C2CCN(CC(=O)NC3CCCCC3)CC2)cc1,-1%,1%,-2,-5,2%,-3%,4%,17,-2,?
CCCCc1cc2c(cn1)=C(OC(=O)c1cnc3ccccc3n1)C(C)(OC(=O)CC)C(=O)C=2 (stereo not drawn),1%,4%,-10,-1,-3%,-19%,7%,3,-2,4%
O=C(CS(=O)(=O)c1c[nH]c2ccccc12)Nc1ccc2c(c1)OCCO2,-2%,7%,-6,-11,1%,2%,6%,-14,5,?
Cc1ccc(C(=O)N(CN2CCCC2=O)c2ccc(F)cc2)cc1C,6%,-13%,-4,10,-2%,.,0%,0,0,-5%
O=C(Nc1cccc(-n2cccn2)c1)C1CCCN(Cc2cccc(F)c2F)C1 (stereo not drawn),0%,3%,-10,2,-1%,11%,-1%,2,20,?
O=C(CN1C(=O)c2ccccc2C1=O)OCC(=O)c1ccccc1,1%,8%,7,-12,2%,-2%,3%,3,11,28%
O=C(Nc1cccc(Cl)c1)c1cc(S(=O)(=O)NCCc2ccc(Cl)cc2)ccc1F,-8%,-8%,-4,-15,-10%,1%,1%[46.1 µM],-1,-1,?
O=C(COC(=O)c1n[nH]c(=O)c2ccccc12)NCc1ccccc1,2%,-5%,13,-24,-7%,10%,.,-2,0,0%
COc1ccccc1N1CCN(C(=O)CNC(=O)c2cn(-c3ccccc3OC)c(=O)c3ccccc23)CC1,-2%,-25%,0,-16,-3%,-2%,3%,1,0,27%
CCCCCCCN1C/C=C\C(c2ccc(OC)cc2)N(Cc2ccc(F)cc2)C(=O)[C@H]1Cc1ccccc1 (stereo partly drawn),3%,-13%,?,0,2%,-26%,-1%,7,1,5%
N#Cc1ccccc1NC(=O)CSc1cn[nH]n1,4%,5%,-26,7,-10%,14%,-1%,1,2,-5%

# An excerpt of these results, with tabs.
SMILES	USP2a inh	Eya2 phos inh	TSHR antag	KCNH2 3.1 block	Mito fusion act	A-T KAP1 phos	TCR act	hERG WT inh	TRPV1 ag	ELG1 repair inh
CCCCCCCN1C/C=C\C(c2ccc(OC)cc2)N(Cc2ccc(F)cc2)C(=O)[C@H]1Cc1ccccc1 (stereo partly drawn)	3%	-13%	?	0	2%	-26%	-1%	7	1	5%
CCOC(=O)C1CCCN(C(=O)c2ccccc2SCCOC)C1 (stereo not drawn)	2%	-6%	18	4	-5%	-8%	4%	-22	1	2%

# Following part.
SMILES,USP2a inh,Eya2 phos inh,TSHR antag,KCNH2 3.1 block,Mito fusion act,A-T KAP1 phos,TCR act,hERG WT inh,TRPV1 ag,ELG1 repair inh
NS(=O)(=O)c1ccc(CCNc2ncnc3sccc23)cc1,-3%,-15%,-15,1,2%,4%,.,2,-1,?
COc1ccc(O)c(-c2cn[nH]c2-c2cccs2)c1,-1%,-1%,-3,5,-7%,6%,2%,6,1,-19%
NCCCNCCCCNCCCN,2%,1%&6%,-15&-4,-4,-2%,-6%,4%,2,.,?
CCC(=O)NC(=S)Nc1ccccc1OC,0%,7%,-4,12,5%,3%,-2%,3,4,20%
COc1ccccc1C(=O)NC(=Nc1nc2ccccc2o1)NC(=O)c1ccccc1OC,-1%,27%,13,4,-28%,-4%,0%,2,2,?
COc1cccc(N(CC(=O)NCc2ccco2)C(=O)CCC(=O)Nc2nccs2)c1,0%,-6%,-3,0,-4%,13%,6%,9,-3,-23%
Cc1ccc(NS(=O)(=O)c2c(C(=O)N3CCCCCC3)c(C)n(C)c2C)c(C)c1,1%,9%,-3,22,-1%,19%,1%,-3,1,11%
Cc1ccc(S(=O)(=O)Nc2ccc3nc(N)sc3c2)cc1,0%,12%,-10,6,-2%,4%,-9%,4,1,?
COCCSc1nnc(NS(=O)(=O)c2ccc(C)cc2)s1,2%,14%,0,17,4%,8%,0%,4,-2,1%
CC(C)(C)SCCNC(=O)/C=C/c1ccc([N+](=O)[O-])cc1,-4%,-20%,4,-9,0%,-4%,-2%[46.1 µM],-4,?,-5%
Fc1ccccc1/C=N/N1CCN(Cc2ccccc2Cl)CC1,-1%,10%,3,0,-10%,11%,.,6,0,?
COC(=O)c1ccc(COc2ccccc2/C=C(\C#N)C(=O)NC(C)C)cc1,4%,-1%,-8,-9,-23%,-2%,0%[46.1 µM],4,28,?
COc1ccc(CSc2nnc(SCc3ccc([N+](=O)[O-])cc3)s2)cc1,2%,13%,-18,-9,-2%,3%,-4%,6,18,-7%
CC(=O)NC(Cc1ccccc1)C(=O)NC1CCN(C(=O)c2cnccn2)CC1 (stereo not drawn),2%,-16%,-6,7,-5%,6%,.,-18,-3,22%
CCN1C(=C(C#N)C#N)C=Cc2ccccc21,0%,-8%,-8,12,-5%,-2%,-1%,-26,-1,5%
COc1nc2c(c(-c3cc(Br)cs3)c1C#N)Cc1ccccc1-2,2%,12%,-23,-21,10%,23%,3%,-1,3,0%
O=C(O)/C=C/C(=O)Nc1ccc(OC(F)(F)F)cc1,1%,3%,0,-5,-1%,-2%,1%,1,-1,0%
CCOC(=O)c1sc(NC(=O)CN2C(=O)c3cccc4cccc(c34)C2=O)nc1C,0%,10%,16,0,0%,-3%,4%,-11,1,23%
C=CCn1c(OCc2ccccc2)n[nH]c1=S,-5%,-20%,-2,10,-19%,2%,-2%,-6,-1,0%
Cc1nc2c(C(=O)NCCC(C)C)c[nH]n2c(=O)c1Cl,3%,2%,0,-7,-4%,-8%,-14%,13,0,-23%
CCOC(=O)Nc1ccc(S(=O)(=O)NCCCN2CCOCC2)cc1,0%,0%,5,1,1%,0%,-7%,-5,1,-12%
CCN=C1S/C(=C\c2cn(CC)c3ccccc23)C(=O)N1CC,0%,-3%,-14,15,26%,5%,-4%[46.1 µM],i,8,?
N/C(=N\OC(=O)Cc1ccccc1)c1cccc(Br)c1,0%,-9%,-5,-4,6%,0%,.,11,11,?
COC(=O)c1c(NC(=O)C2CCCCC2)sc2c1CCN(C(C)C)C2,0%,2%,1,-4,0%,0%,1%,8,-1,-4%
O=C(COc1nc2ccccc2nc1N1CCOCC1)NC1CCCCC1,-2%,-15%,-2,8,-5%,-2%,2%[46.1 µM],0,-3,7%
Cc1cc(S(=O)(=O)N2CCCOC2CNC(=O)C(=O)NCc2ccco2)ccc1F (stereo not drawn),2%,6%,-6,1,7%,1%,-1%,-8,2,-26%
Cn1c(C(=O)N(Cc2ccccc2)Cc2cccs2)cc2sccc21,-2%,-2%,52,2,18%,-5%,.,-10,15,-17%
CCn1c(C)cc2c(c1=O)C(c1ccccc1Br)C(C#N)=C(N)O2 (stereo not drawn),3%,5%,2,1,-3%,17%,-2%,-3,1,13%
CC(CCc1ccccc1)NC(=O)/C=C/c1ccc(F)cc1 (stereo not drawn),-2%,-4%,8,.,11µM*,0%,.,.,-12,?
O=C(CCCNC(=O)c1ccc(Cl)cc1)OCc1cccc(Br)c1,-3%,-29%,-9,-16,-5%,-2%,-1%,21,?,15%
